# Compound activity: PubChem, several laboratories
# SF1 activator – activates the human nuclear receptor SF-1. hit rate 1.9% among 65,000. CHO-K1 Gal4-SF-1 LBD luciferase reporter; % increase over DMSO SF-1-specific signal. activation, % at 10 µM;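 active means activation above the mean activation of all tested compounds plus 3 SD, cut at about 50% in these data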
#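 Assay system: CHO-K1 cells co-transfected with Gal4 DBD–human SF-1 LBD, 5xGal4 luciferase reporter; doses: 10 µM only; incubation: 20 h compound exposure at 37 °C after 1 h cell settling; signal: luciferase light emission; evaluation: percent activation versus DMSO; repeats: one test per compound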
# TNAP act mid DEA – activators of human TNAP at intermediate phosphate acceptor; P05186; purified TNAP, CDP-star luminescence, 100 mM DEA, 30 min; active compounds read high; scale: 0 levamisole-inhibited, 1 vehicle-only enzyme; activation factor at 20 µM; 64,000 tested, under 10 active; AID 813;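 active means activation factor of at least 2 at 20 µM, relative to controls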
# Target sequence (P05186 whole entry, looked up): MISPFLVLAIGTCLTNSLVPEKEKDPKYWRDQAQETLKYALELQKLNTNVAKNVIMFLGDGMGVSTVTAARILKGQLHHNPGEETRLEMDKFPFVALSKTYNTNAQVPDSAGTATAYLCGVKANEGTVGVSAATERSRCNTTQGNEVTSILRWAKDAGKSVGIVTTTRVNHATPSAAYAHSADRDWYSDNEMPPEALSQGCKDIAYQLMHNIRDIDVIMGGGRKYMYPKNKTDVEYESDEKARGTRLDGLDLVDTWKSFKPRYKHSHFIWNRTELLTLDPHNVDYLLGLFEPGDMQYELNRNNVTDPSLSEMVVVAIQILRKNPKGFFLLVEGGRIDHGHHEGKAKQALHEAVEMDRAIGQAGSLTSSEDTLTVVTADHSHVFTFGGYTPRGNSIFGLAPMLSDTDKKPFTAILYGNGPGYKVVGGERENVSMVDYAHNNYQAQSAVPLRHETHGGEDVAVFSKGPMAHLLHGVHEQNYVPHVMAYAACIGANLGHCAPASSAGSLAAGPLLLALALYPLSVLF
# Jurkat viability – cytotoxic compounds reducing Jurkat cell viability. Jurkat E6.1 viability, ATP luminescence, 48 h. inhibition, % at 4 µM. hit rate 1.2% among 56,000. AID 463;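 active means inhibition above the mean inhibition of all tested compounds plus 3 SD, cut at about 28% in these data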
# M1 antag – M1 muscarinic receptor (rat) antagonism. P08482. CHO-M1 cells, Fluo-4 calcium, ACh EC80 antagonist mode; active compounds read low. B-score at 10 µM. hit rate 3.4% among 64,000;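 active means calcium fluorescence response, raw or row-and-column corrected B-score, differing from the plate sample mean either way at a set confidence level, mostly lower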
# Target sequence (P08482 whole entry, looked up): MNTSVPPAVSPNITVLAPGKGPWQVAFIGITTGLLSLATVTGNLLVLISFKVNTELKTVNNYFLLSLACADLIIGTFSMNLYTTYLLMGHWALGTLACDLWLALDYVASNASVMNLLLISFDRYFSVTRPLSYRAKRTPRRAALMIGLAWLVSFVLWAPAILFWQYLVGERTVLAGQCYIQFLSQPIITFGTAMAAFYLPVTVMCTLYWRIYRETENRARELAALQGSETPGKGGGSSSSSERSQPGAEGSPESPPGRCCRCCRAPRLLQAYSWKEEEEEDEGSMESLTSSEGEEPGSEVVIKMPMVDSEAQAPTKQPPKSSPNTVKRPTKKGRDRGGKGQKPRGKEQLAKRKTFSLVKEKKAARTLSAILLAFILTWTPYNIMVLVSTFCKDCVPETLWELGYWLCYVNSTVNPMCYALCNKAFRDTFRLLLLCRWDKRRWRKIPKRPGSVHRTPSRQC
# NADH enzymes – inhibitors of enzymes used to reach an NAD/NADH endpoint | hit rate 0.02% among 65,000 | coupled PK/LDH NADH assays, four targets | IC50, µM (doses to about 10 µM), without a hit: at the highest dose inhibition;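 active means single-dose screening hits from any of four coupled enzyme assays that gave an IC50 when retested across doses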;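 further: the DPM-DC format reads NADH fluorescence rather than 340 nm absorbance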
# D1 mod – allosteric modulators of human D1 dopamine receptor; P21728; B-score at 10 µM; AID 641; HEK293 D1, CRE-luciferase, dopamine EC30 potentiation; actives deviate in either direction; hit rate 5.9% among 58,000;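 active means luminescence count or its row- and column-corrected plate score outside the 99.7% band of the plate's sample wells, on either side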
# M1 ag – activates the M1 muscarinic receptor; CHO-M1 cells, Fluo-4 calcium fluorescence, agonist mode; active compounds read high; B-score at 10 µM; hit rate 3% among 64,000;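 active means fluorescence rise, raw or as B-score row- and column-corrected plate score, outside the 99.7% band of its plate's samples, either direction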
# HEK293 NFkB inh – lowers PMA/ionomycin-induced NF-kB signal in HEK293 cells. HEK-293 NF-kB luciferase reporter, luminescence. inhibition, % at 3 µM. hit rate 0.21% among 62,000. AID 465;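 active means inhibition above the mean of all tested compounds plus 3 SD, cut at about 40% in these data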;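 further: 0% = stimulated DMSO wells and 100% = 10 µM reference inhibitor 5653914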
#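 Signal: luciferase luminescence; Material: HEK-293 cells with stable firefly luciferase reporter driven by four HIV NF-kB elements; Probe or stimulus: PMA with ionomycin; Replication: tested once; Times: 1 h compound pretreatment, then 16 h stimulation at 37 °C, 5% CO2; Benchmarks: DMSO and 10 µM reference inhibitor; Evaluation: per-plate % inhibition versus controls.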
# tolC growth inh – blocks growth of E. coli BW25113 tolC mutant; OD615; growth inhibition, % at 10 µM (by protocol); hit rate 2.2% among 65,000; AID 573;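 active means growth inhibition at or above a cutoff equal to the mean over every tested compound plus 3 SD, cut at about 60% in these data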;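 further: growth measured after 20 h incubation at 37 °C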
#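 Material: E. coli BW25113 ΔtolC::kan, tolC deletion mutant strain. Measure: percent growth inhibition. Schedule: 37 °C, 20 h exposure. Doses: single-point testing at 10 µM. Signal: A615 absorbance measurement. Buffer or medium: kanamycin-containing LB broth (50 µg/mL).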
# Numbers without * were called inactive; x = no result given; [ ] = remark or other dose.
SMILES,SF1 activator,TNAP act mid DEA,Jurkat viability,M1 antag,NADH enzymes,D1 mod,M1 ag,HEK293 NFkB inh,tolC growth inh
CCOC(=O)c1ccccc1NC(=O)c1ccc(N(C)S(C)(=O)=O)cc1,-12,0.9,1,0.57,4%,0.41,0.0033,20,-16
COC(=O)Cn1nnc(-c2cccc(OC)c2)n1,-3,0.9,4,0.63,5%,x,-0.49,15,-28
CCOC(=O)c1nnn(-c2nonc2-n2cccc2)c1C,-9,1,2,0.05,4%,0.49,-0.077,9,1
CCn1c2ccccc2c2nnc(SCC(=O)Nc3ncccn3)nc21,-2,1,-2,x,4%,3.6,x,18,5
CCOC(=O)CCc1c(C)nc(SCC(=O)O)c(C#N)c1C,-2,1,-5,0.25,15%,0.083,0.43,22,-14
N=P(N1CCOCC1)(N1CCOCC1)C12CC3CC(CC(C3)C1)C2,1,1,2,0.4,4%,0.3,-0.7,1,-6
Cc1c(C(=O)OCC2CCCO2)[nH]c2c1C(=O)CC(c1ccco1)C2 (configuration not stated),4,0.9,78*,-0.12,7%,-1.1,0.45,23,23
Oc1ccccc1-c1cc(-c2cccc(F)c2)n[nH]1,28,0.9,9,-0.69,6%,-0.92,-1.4,0,100*
COC(=O)[C@H](Cc1ccccc1)NC(=O)NCC1CCCO1 (some centres not stated),-4,0.9,-1,-0.36,5%,-0.98,0.31,-9,-20
COc1ccc(C(=O)N2CCN=C2SC)cc1OC,-18,1,-6,-0.16,5%,0.48,-0.041,8,-26
c1ccc(-c2nn3nnnc3c3ccccc23)cc1,0,0.9,8,-0.054,4%,12*,0.36,9,5
O=C(NCCc1ccc(Cl)cc1)C1CCN(S(=O)(=O)c2ccc(-n3cnnn3)cc2)CC1,1,0.9,0,-0.34,3%,-0.72,-0.88,6,-1
COc1cc(NC(=O)c2cc(-c3cccs3)on2)cc(OC)c1OC,19,0.9,64*,-0.26,6%,-1.2,1.4,-8,13
CN(C)CCCN1C(=O)C(O)=C(C(=O)c2cccs2)C1c1ccccn1 (configuration not stated),-1,1.1,-8,0.25,3%,0.066,0.12,16,-14
NC(=O)NC(Cc1ccccc1)C(=O)O (configuration not stated),26,0.9,-3,0.14,10%,-0.046,0.69,17,-9
CCOC(=O)COc1nc(Nc2ccccc2C)nc(N(C)C)n1,6,0.9,2,-2.5,2%,0.22,1.4,8,-5
COc1ccc(/C(O)=C2/C(=O)C(=O)N(CCCN(C)C)C2c2ccccc2)cc1OC (configuration not stated),10,0.8,x,-0.74,7%,-0.19,-0.38,x,-18
COCCNC(=O)CCc1nc(-c2ccccc2)no1,-9,0.9,1,0.38,0%,0.37,-0.079,3,-17
O=C(COC(=O)Cc1ccc(S(=O)(=O)N2CCOCC2)s1)NCc1ccccc1,-7,0.9,-4,-0.65,21%,-0.53,-0.27,4,0
O=C(CSc1ccc2nnc(-c3ccccc3)n2n1)N1CCCCC1,-10,0.9,-10,-0.013,8%,-0.1,0.99,14,-4
CCn1c(=O)cc(SCC(=O)N2CCN(c3ccccc3OC)CC2)c2ccccc21,8,0.9,-1,0.31,5%,0.74,4.5*,17,19
COc1ccc(C(=O)OCC(=O)c2ccc(C)c(S(=O)(=O)N3CCOCC3)c2)cc1OC,-34,1,9,-1.3,4%,-0.79,11*,12,-1
O=c1c[n+]([O-])c2ccccc2n1OCc1c(F)cccc1F,2,0.8,5,0.25,6%,-0.54,0.73,13,-5
CCCOP(=O)(c1ccc(N(C)C)cc1)C(O)c1cc(OC)c(OC)c(OC)c1 (configuration not stated),-10,1.1,-3,0.09,2%,0.0023,0.36,20,-6
CCOC(=O)N1CCC(Nc2nc3ccccc3nc2NS(=O)(=O)c2ccc(Cl)cc2)CC1,54*,1,0,-0.00037,5%,-1.7,1.6,0,80*
# New compounds follow:
SMILES,SF1 activator,TNAP act mid DEA,Jurkat viability,M1 antag,NADH enzymes,D1 mod,M1 ag,HEK293 NFkB inh,tolC growth inh
CCSCc1nnc(SCC(=O)c2ccc(OC)cc2)n1C,8,1,4,-0.18,5%,-0.34,0.9,5,13
Cc1cc(=O)[nH]c(SCC(=O)N2CCN(C(c3ccccc3)c3ccccc3)CC2)n1,13,0.9,-8,-1.5,6%,-0.61,0.044,0,9
O=C(c1csc2ccccc12)n1cccn1,18,0.9,5,0.61,2%,-0.95,1.9,6,-7
O=[n+]1c2c(n([O-])c3c1CCC3)CCCC2,4,0.9,0,-0.083,7%,-0.35,-0.19,20,-31
CCCOc1ccc(-c2nnc(-c3ccncc3)o2)cc1,49,0.9,9,-2*,7%,-1.8,-0.86,-25,8
COc1cc(C2c3c(oc4ccccc4c3=O)C(=O)N2Cc2cccnc2)cc(OC)c1OC (configuration not stated),-5,0.9,-5,-0.18,4%,0.076,0.064,5,-17
CCO/C(C)=N/n1c2nc3ccccc3nc2c2c(=O)n(CC(C)C)c(C)nc21,13,0.9,x,-0.021,0%,x,0.72,x,18
O=S1(=O)NC(=NCc2ccccc2)c2ccccc21,2,1,1,0.29,0%,-0.5,0.16,25,-6
O=C(O)C1CC(=O)N(c2ccc(F)c(F)c2)C1 (configuration not stated),10,1,-5,-0.077,6%,-0.37,-0.67,10,-21
Cc1ccc(-c2nn3c(C)nnc3s2)cc1NC(=O)CSc1ccc(Cl)cc1,8,0.9,-6,-0.001,8%,-0.081,-0.038,12,-4
O=c1c(C=NCCCn2ccnc2)c(-c2ccccc2)[nH]n1-c1nc2ccccc2s1,-5,1,x,-1.1,4%,1.6,5.2*,x,4
CCCCCC(=O)Nc1ccccc1N1CCN(c2ccccc2)CC1,-26,0.9,6,-0.5,6%,0.13,-0.17,19,68*
CCc1nnc(NC(=O)C2CCCN(c3nc4ccccc4s3)C2)s1 (configuration not stated),40,1,-6,0.72,6%,0.61,-0.0081,0,-2
CCCC(=O)Nc1ccc2oc(-c3ccncc3)nc2c1,3,0.9,2,0.98,13%[fluoresces],-0.015,0.022,16,-6
CC(=O)c1cc(-c2ccccc2)[nH]c1N1CCCC1,1,1,0,-0.5,3%,0.96,0.0095,7,-2
O=C(c1ccco1)N1CCN(CC(=O)N2CCCc3c2c(=O)oc2ccc(O)cc32)CC1,-23,0.9,-2,0.21,5%,0.48,0.99,14,3
OC(COc1ccc(C2C=CCC2)cc1)CN1CCCCC1 (configuration not stated),2,1,-3,-4.1*,4%,-0.78,-1.1,13,-3
O=C(c1cccc(S(=O)(=O)N2CCCC2)c1)N1CCN(c2ccccc2F)CC1,29,1,-4,0.79,11%,0.2,2.1,8,-2
CCOC(=O)CSc1nc2ccccc2c(=O)n1CCN1CCOCC1,-4,0.9,0,-0.49,1%,-0.23,0.52,17,0
COc1ccc(NC(=O)c2ccco2)c(NC(=O)Cc2cccs2)c1,7,0.9,-7,0.14,2%,0.45,0.98,-2,-6
CCSC1=C(C#N)C(=O)n2c1cc1c2CCCC1,-4,0.8,-5,0.058,6%,-0.91,-0.067,12,12
c1ccc(-c2nc3ccccc3o2)nc1,42,1,-5,0.12,5%,-1.1,-1.7,-10,-4
N#Cc1nc(-c2ccc(OCc3ccc(Cl)cc3)cc2)oc1NCCCn1ccnc1,-18,1,-4,0.16,2%,0.21,-0.86,-1,9
CCN(Cc1ccccc1)C(=O)C1CCN(Cc2ccc(OC)c(OC)c2OC)CC1,-4,1,-3,-0.65,6%,-0.16,-0.99,14,-9
COc1ccc(NC(=O)c2ccc(=O)oc2)cc1,4,1,3,0.65,5%,x,0.069,-3,-8

# Of the compounds above, these have a cyano group.
SMILES,SF1 activator,TNAP act mid DEA,Jurkat viability,M1 antag,NADH enzymes,D1 mod,M1 ag,HEK293 NFkB inh,tolC growth inh
CCOC(=O)CCc1c(C)nc(SCC(=O)O)c(C#N)c1C,-2,1,-5,0.25,15%,0.083,0.43,22,-14
CCSC1=C(C#N)C(=O)n2c1cc1c2CCCC1,-4,0.8,-5,0.058,6%,-0.91,-0.067,12,12
N#Cc1nc(-c2ccc(OCc3ccc(Cl)cc3)cc2)oc1NCCCn1ccnc1,-18,1,-4,0.16,2%,0.21,-0.86,-1,9

# (list continues)
SMILES,SF1 activator,TNAP act mid DEA,Jurkat viability,M1 antag,NADH enzymes,D1 mod,M1 ag,HEK293 NFkB inh,tolC growth inh
COc1ccc(N2CCN(Cc3cc(=O)oc4cc(-c5ccccc5)c(O)cc34)CC2)cc1,-17,0.9,5,-0.0062,7%,-0.31,0.66,9,18
CCn1nccc1C(=O)NC1=C(C#N)CCC1,0,0.9,3,-0.48,0%,-0.24,-0.71,4,-12
O=S(=O)(c1ccc2oc(-c3ccncc3)nc2c1)c1ccc2oc(-c3ccncc3)nc2c1,15,1,-2,-0.034,3%,0.38,0.3,16,4
COCCn1c(Cc2ccccc2)nnc1SCC(=O)Nc1cc(C)on1,11,0.9,5,0.68,6%,x,-0.39,5,8
COc1ccc(OC)c2sc(NC(=O)C3COc4ccccc4O3)nc12 (configuration not stated),-27,1,3,-0.28,7%,1.1,-0.36,13,70*
CC(C)CC(c1nnnn1Cc1ccco1)N1CCN(c2cccc(Cl)c2)CC1 (configuration not stated),-15,1,4,0.75,6%,-1,0.34,9,9
Cc1cc(N2CCOCC2)nc(SCC(=O)c2ccccc2)n1,37,1,x,-0.73,5%,1.8,-0.87,4,5
Cc1noc(C)c1COC(=O)CCOc1ccccc1,-14,1.1,2,-0.22,8%,0.00066,0.38,0,-2
CC1(C)CC(=O)C2=C(C1)OC(N)=C(C#N)C21CCN(Cc2ccccc2)CC1,10,0.9,x,-0.36,10%,0.46,6.9*,17,17
Cc1cc(C)c2oc(=O)cc(CN3CCOCC3)c2c1,-3,1,0,0.55,2%,1.4,0.47,9,4
C=CCN1C(=O)C(O)(CC(=O)c2ccc(N)cc2)c2ccccc21 (configuration not stated),8,1,x,0.77,2%,-0.57,-0.032,0,-2
CC(=O)Nc1ccccc1-c1ccc(C)o1,9,0.9,x,0.66,4%,x,0.09,6,-15
CCC(C)(C)NC(=O)C(c1cccc(OC)c1)N(C(=O)c1ccn[nH]1)c1cccc(OC)c1 (configuration not stated),-8,0.9,-4,-0.95,10%,-1.7,12*,10,-27
C=CCOC(=O)C1=C(C)NC(=O)NC1c1ccc(OC(=O)c2ccco2)c(OC)c1 (configuration not stated),12,0.9,-2,-0.29,1%,-5.4*,0.48,2,10
COc1ccccc1C1C(C(=O)NCc2ccccc2)=C(C)Nc2ncnn21 (configuration not stated),6,0.9,-3,-0.12,3%,-0.16,-0.0059,8,-4
COc1ccccc1NC1=NCC(=O)N1Cc1ccccc1,5,0.9,x,0.39,2%,x,-0.22,14,-7
CCN1CCCC1CNC(=O)C1c2cc(OC)c(OC)cc2C(=O)N(C)C1c1cccnc1 (configuration not stated),-9,1,x,-0.083,2%,x,1.5,0,-4

# Some entries already given with just tolC growth inh, Jurkat viability and M1 antag:
mol	tolC growth inh	Jurkat viability	M1 antag
C=CCN1C(=O)C(O)(CC(=O)c2ccc(N)cc2)c2ccccc21 (configuration not stated)	-2	x	0.77
COc1ccccc1NC1=NCC(=O)N1Cc1ccccc1	-7	x	0.39
CC(C)CC(c1nnnn1Cc1ccco1)N1CCN(c2cccc(Cl)c2)CC1 (configuration not stated)	9	4	0.75
O=S(=O)(c1ccc2oc(-c3ccncc3)nc2c1)c1ccc2oc(-c3ccncc3)nc2c1	4	-2	-0.034
Cc1noc(C)c1COC(=O)CCOc1ccccc1	-2	2	-0.22
COc1ccccc1C1C(C(=O)NCc2ccccc2)=C(C)Nc2ncnn21 (configuration not stated)	-4	-3	-0.12
C=CCOC(=O)C1=C(C)NC(=O)NC1c1ccc(OC(=O)c2ccco2)c(OC)c1 (configuration not stated)	10	-2	-0.29
